Screening data from PubChem.
aSyn yeast rescue = alpha-synuclein toxicity suppression in yeast. Potency, µM (top dose mostly 46.1 µM), for the others: at the top dose growth rescue (activation), most hits filed as activators. AID 1347070. S. cerevisiae alpha-synuclein toxicity rescue, BacTiter-Glo growth, 24 h. actives 0.02% (n = 94,000); active = well fitted activation curve with a large enough effect; also: 0% is about no effect
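Growth restoration measured by BacTiter-Glo luminescence after 24 hr at 30 deg C; alpha-synuclein yeast, raffinose-pregrown to mid-log, were added at OD600=0.02 in galactose medium onto pinned compounds.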
The depositor's hits bear a star; [ ] = remark or other dose. Potency is read from the fitted curve at half-maximal effect. Only part of the results is shown; count on the stated rates, not on these rows.

smiles,aSyn yeast rescue
N#CC1=C(N)N(c2cccc(Cl)c2)C2=C(C(=O)CCC2)C1c1cc(CN2CCOCC2)cs1 (configuration not stated),3%
O=[N+]([O-])c1ccc(-c2cnc(SC(c3ccccc3)c3ccccc3)[nH]2)cc1,-10%
Cc1ccc2c(=O)cc(C(=O)Nc3ccc(S(=O)(=O)Nc4ncccn4)cc3)oc2c1C,3%
Cc1nc2ccccc2n1/N=C/c1ccc([N+](=O)[O-])s1,10%
O=C(CCn1cccn1)N1CCCC(Nc2ccc(F)c(F)c2)C1 (configuration not stated),3%
COC(=O)C1CN(S(=O)(=O)c2cc(OC)ccc2OC)CCS1 (configuration not stated),-47%[inhibitor]
Cc1oc2ncn(C)c(=O)c2c1C(=O)NCCCN(Cc1ccccc1)C(C)C,-3%
CCN(CC(=O)NCc1ccc(Cl)cc1)C(=O)CSc1cccc(C(F)(F)F)c1,6%
COc1cccc(-n2c([S-])c(C(=O)Nc3ccc(S(=O)(=O)N4CCOCC4)cc3)[n+]3cc(C(N)=O)ccc23)c1,2%
CSC1=NC2(CCN(C(=O)NC3CCCCC3)CC2)N=C1c1ccc(C)cc1,7%
CCN(Cc1ccccc1)C(=O)c1nn(-c2ccc(OC)cc2)c(=O)c2c1c1ccccc1n2C,-2%
Cc1cc(C)nc(NS(=O)(=O)c2ccc(NC(=O)c3cc(=O)c4ccc(C)c(C)c4o3)cc2)n1,-2%
CN(C)c1cc(Nc2cccc(O)c2)c([N+](=O)[O-])c2nonc12,1%
O=c1[nH]c2ccc(NCc3ccc(-c4cccc(Cl)c4)o3)cc2[nH]1,-8%
CC(=O)c1ccccc1NC(=O)c1ccc2c(c1)NC(=O)C(C)S2 (configuration not stated),0%
CN(C)c1ccc(CNS(=O)(=O)c2ccc(-c3cc(C(F)(F)F)on3)s2)cc1,-1%
Cc1nc(N2CCCC2)c2c(C(=O)N3CCN(c4cc(Cl)ccc4C)CC3)c(C)oc2n1,7%
Cc1c(Cl)cccc1NC(=O)c1ccc2nc(C(C)C)oc2c1,1%
Cc1ccccc1Cn1cc(NC(=O)c2nn(C)cc2Cl)cn1,-1%
CCN1CCN(c2nc3c(c(=O)[nH]c(=O)n3C)n2Cc2cccc(C)c2)CC1,1%
COc1ccc(NC(=O)C2CCN(c3nc(-c4ccc(OC)c(OC)c4)no3)CC2)cc1Cl,8%
COc1ccc(N2CC(NS(=O)(=O)c3cccs3)CC2=O)cc1 (configuration not stated),1%
CCC(C)(C)NC(=O)C(c1cccc(OC)c1OC)N(Cc1ccccc1)C(=O)CCC(=O)Nc1cc(C)on1 (configuration not stated),3%
Cc1cc(Nc2ccc3c(c2)OCCO3)c2cccc(C)c2n1,5%
COc1ccc(NC(=O)CSc2nc3nc(C)cc(C)n3n2)cc1OC,4%

A second format for some results above.
Cc1cc(C)nc(NS(=O)(=O)c2ccc(NC(=O)c3cc(=O)c4ccc(C)c(C)c4o3)cc2)n1
  aSyn yeast rescue = -2%
N#CC1=C(N)N(c2cccc(Cl)c2)C2=C(C(=O)CCC2)C1c1cc(CN2CCOCC2)cs1 (configuration not stated)
  aSyn yeast rescue = 3%
CCN(Cc1ccccc1)C(=O)c1nn(-c2ccc(OC)cc2)c(=O)c2c1c1ccccc1n2C
  aSyn yeast rescue = -2%

Continuation:
smiles,aSyn yeast rescue
COc1ccc(CN2C(=O)CSC2c2ccncc2)cc1 (configuration not stated),12%
COc1ccc(-c2cc(C(=O)NCCN3CCOCC3)no2)cc1OC,6%
COc1cc(N2C(=O)CSC23C(=O)N(Cc2ccc(C)cc2)c2ccccc23)cc(OC)c1OC (configuration not stated),-2%
CCOc1ccc(CCNC(=O)c2nnc(Cc3cc(OC)c(OC)c(OC)c3)o2)cc1OCC,-1%
CC(C)c1ccc(NC(=O)CN2C(=O)COc3ccc(S(=O)(=O)N4CCCCCC4)cc32)cc1,0%
CCCCn1c(N)c(N(CCOC)C(=O)COC(=O)COc2cc(C)c(Cl)cc2C(C)C)c(=O)[nH]c1=O,0%
CCOC(=O)c1c(C)sc(-c2c(-c3ccc4c(c3)OCCO4)[nH]c3c2c(=O)[nH]c(=O)n3C)c1O,2%
CCOc1cc(N2CCOCC2)c(OCC)cc1NCC(=O)N1CCN(Cc2ccccc2)CC1,-4%
NC(=O)C1CCN(C(=O)/C=C/c2cc(Br)ccc2F)CC1,-10%
Cc1ccc(NS(=O)(=O)c2c(C)nc3sc(C)cn3c2=O)c(C)c1,6%
CCOC(=O)c1c(NC(=O)COC(=O)c2cc(OC)c(OC)cc2[N+](=O)[O-])sc(C)c1CC,4%
CCOC(=O)c1ccc(N=NN(C)C)cc1,-23%
CN(C(=O)CSc1nnc(-c2ccc([N+](=O)[O-])cc2)o1)c1ccccc1,-5%
CN(C(=O)COC(=O)C1CCN(S(=O)(=O)c2c(Cl)cccc2Cl)CC1)c1ccccc1,8%
N#Cc1c(N)n(-c2ccccc2N)c2nc3ccccc3nc12,11%
CCN(CC(=O)Nc1c(F)cccc1F)C(=O)c1ccc(OC)c(S(=O)(=O)NC2CCCC2)c1,0%
O=C(OCc1nnc(-c2ccc(Cl)cc2)o1)c1ccc(O)cc1,7%
Cc1ccc(Cn2ccnc2SCC(=O)NCc2ccccc2Cl)cc1,19%
Cc1nc(C(=O)N2CCCC(N3CCN(c4ccc(F)cc4)CC3)C2)cs1 (configuration not stated),-3%
O=C(NCc1ccccc1Cl)NCc1ccccc1Cl,10%
CCOc1ccc(OCC)c(NC(=O)C2CCCN(S(=O)(=O)c3ccc(C)cc3)C2)c1 (configuration not stated),6%
O=C(CNC(=O)C(c1ccccc1)c1ccccc1)N/N=C/c1ccc(O)c([N+](=O)[O-])c1,-6%
Cc1c(CCC(=O)N2CCCCC2)c(=O)oc2cc3occ(C(C)(C)C)c3cc12,-6%
CN1C(=O)CCS(=O)(=O)C1c1ccc(Cl)c(Cl)c1 (configuration not stated),2%
CCOC(=O)N1CCN(c2ncc3c(n2)CC(c2ccc(Cl)cc2)CC3=O)CC1 (configuration not stated),7%
CC(=O)Nc1ccc(S(=O)(=O)NCCC(=O)OCC(=O)NNC(=O)c2ccccc2)cc1,-7%
O=C(NC1CC1)c1ccc(Cn2c(SCc3ccccc3F)nc3cccnc32)cc1,1%
c1ccc(Cc2nnc3sc(-c4ccco4)nn23)cc1,-9%
COc1cccc(NC(=O)CSc2nccn2Cc2ccc3c(c2)OCO3)c1,5%
Cc1cccc(C)c1-n1c(C)nn(CCOc2ccccc2)c1=O,-6%
O=C(Nc1ccc(F)cc1)c1cccn1-c1nnc(N2CCCCC2)s1,8%
CCCCCNC(=O)CCn1c(=O)[nH]c2ccccc2c1=O,-3%
COc1cccc(NC(=O)Cn2c(=O)n(CCc3ccccc3)c(=O)c3c4c(sc32)CN(C(C)=O)CC4)c1,-2%
Cc1cccn2c(Nc3ccccc3)c(-c3ccccn3)nc12,-11%
Cc1cccc(Oc2nc3c(C)cccn3c(=O)c2/C=C(\C#N)c2nc3ccccc3s2)c1,5%
O=C(CSc1nc2c([nH]c3ccccc32)c(=O)n1-c1ccc(Cl)cc1)N1CCc2ccccc21,3%
COCCNC(=O)C(=O)Nc1ccc(Cl)cc1C,2%
CCCSc1ncc(Cl)c(C(=O)Nc2sc3c(c2C(=O)NCCOC)CCCC3)n1,11%
O=C(NCCCN1CCN(c2ccccc2)CC1)c1nnc(Cc2c(F)cccc2Cl)o1,0%
O=C(O)/C=C/C(=O)NNC(=O)c1ccc(Cl)cc1Cl,11%
Cc1ccc2ncc(C(=O)NC(C)c3ccccc3)c(=O)n2c1 (configuration not stated),-10%
CCCNC(=O)Cn1ncc2c3ccccc3n(CCC)c2c1=O,-9%
CC(C)NC(=O)Cn1c(=O)nc(-c2ccccc2F)c2cc(Cl)ccc21,-7%
O=[N+]([O-])c1ccc(O)c(C=Nc2ccc3c(c2)OCO3)c1,4%
CCn1c(SCC(=O)Nc2ccc(NC(C)=O)cc2)nc2c1c(=O)n(C)c(=O)n2C,-7%
Cc1ncoc1C(=O)Nc1ncc([N+](=O)[O-])s1,-29%
Cc1ccc(-n2ccnc(NCCc3ccccc3)c2=O)cc1C,-12%
Cc1ccc(OCC(=O)NCC2(N3CCOCC3)CCCCC2)cc1C,-4%
COc1ccc(C2CC(=O)Nc3c2c(C)nn3-c2nc(C)cc(C)n2)c(OC)c1OC (configuration not stated),4%
Clc1ccc(-n2nnnc2-c2ccno2)cc1,-9%

Reprinted at random: seven entries already listed.
smiles,aSyn yeast rescue
O=C(O)/C=C/C(=O)NNC(=O)c1ccc(Cl)cc1Cl,11%
COc1ccc(C2CC(=O)Nc3c2c(C)nn3-c2nc(C)cc(C)n2)c(OC)c1OC (configuration not stated),4%
Cc1ccc(OCC(=O)NCC2(N3CCOCC3)CCCCC2)cc1C,-4%
Cc1ncoc1C(=O)Nc1ncc([N+](=O)[O-])s1,-29%
Cc1ccc2ncc(C(=O)NC(C)c3ccccc3)c(=O)n2c1 (configuration not stated),-10%
CCCCCNC(=O)CCn1c(=O)[nH]c2ccccc2c1=O,-3%
COCCNC(=O)C(=O)Nc1ccc(Cl)cc1C,2%

(listing goes on)
smiles,aSyn yeast rescue
Cc1ccc(C(=O)N/C(=C\c2ccco2)C(=O)NCc2cccnc2)cc1,-2%
COc1cc(O)ccc1C=O,-10%
Cc1ccc(C)c(NC2=C(c3ccc(C(F)(F)F)cc3)C(=O)c3ccccc32)c1,-3%
COc1ccc(C(=O)c2c(N)c(C(=O)Nc3cccc(OC)c3)c3ccccn23)cc1,-12%
COc1cc(C(CC(=O)Nc2ncccc2C)N2Cc3ccccc3C2=O)cc(OC)c1OC (configuration not stated),1%
CC(=O)c1ccc(NC(=O)NC2CC(=O)N(c3ccc4c(c3)OCCO4)C2)cc1 (configuration not stated),-14%
CC(=O)N1N=C(c2cccc(Cl)c2)OC1c1cccc([N+](=O)[O-])c1 (configuration not stated),12%
COc1ccc(N2CCN(CCCNC(=O)Nc3ccccc3)CC2)cc1,-2%
CCCCN(CC)CCNC(=O)CN1C(=O)COc2ccc(S(=O)(=O)N3CCCC3)cc21,3%
CN(O)/C=C/C(=O)c1ccc(Br)cc1,-42%[inhibitor]
COc1ccc(Nc2nc(N)nc(CN3CCC(Cc4ccccc4)CC3)n2)cc1,0%
COc1cccc(/C=C/C(=O)OCC(=O)c2ccc(Br)cc2)c1,1%
CCOc1ccc2nc(N3CCC(C(=O)Nc4cc(C)ccc4C)CC3)sc2c1,9%
Cn1ncc2c(Sc3ccc(Cl)cc3)ncnc21,-6%
COc1cc(-c2nnn(CC(=O)NCc3ccccc3)n2)cc(OC)c1OC,-9%
COc1ccc(C)cc1NC(=O)CSc1ncc2c(n1)-c1ccc(Cl)cc1N(Cc1ccccc1)S2(=O)=O,7%
Cc1cccc(Nc2nc(N)nc(N)c2S(=O)(=O)c2ccccc2)c1,6%
CC(C)CN(CCNC(=O)c1cn(C)c2ccc(S(=O)(=O)N3CCCC3)cc2c1=O)CC(C)C,-11%
CCOc1ccc(C2=CC(c3cccc(Br)c3)n3c(nc4ccccc43)N2)cc1Cl (configuration not stated),-16%
CC1=NNC(=O)C1Cc1ccccc1 (configuration not stated),-1%
CCN1CCN(c2ncc3c(n2)CCN(Cc2cc(F)cc(F)c2)C3)CC1,6%
CC1CCN(C(=S)Nc2ccc(SC(F)F)cc2)CC1,-4%
Cc1cccc(N2CCN(CCCNc3ncnc4onc(-c5ccc(F)cc5)c34)CC2C)c1 (configuration not stated),2%
C[C@@H]1CN([C@@H](C)CO)S(=O)(=O)c2ccc(Br)cc2O[C@H]1CN(C)C(=O)Nc1ccc2c(c1)OCO2,-9%
CC(C)(C)c1ccc(/C=N/OCC(=O)NCc2ccc(F)cc2)cc1,8%
CCOc1cc(OCC)cc(C(=O)Nc2cccc(-c3nc4ccccc4[nH]3)c2)c1,-9%
COc1ccccc1CC(=O)Nc1ccc(Cl)cc1C(=O)O,-3%
CCC1CN(C(=O)Nc2cccc3c2CCCC3)c2ccccc2O1 (configuration not stated),9%
CCCCc1nn2c(=O)cc(COC(=O)c3cccc(NC(=O)c4cccc(Cl)c4)c3)nc2s1,-35%[inhibitor]
COc1ccccc1CNS(=O)(=O)c1c(C)nc2scc(C)n2c1=O,-2%
CC1=C(C(=O)Nc2ccccc2)C(CC(C)C)n2nc(SCc3ccccc3C)nc2N1 (configuration not stated),2%
CC(C)(C)c1ccc(C(=O)NCC(c2cccnc2)N2CCc3ccccc3C2)cc1 (configuration not stated),14%
Cc1ccnc(NC(=O)C2CC(=O)N(Cc3ccccc3)C2)c1 (configuration not stated),-6%
O=C(COC(=O)/C=C/c1cccc(F)c1)NC1CCCCC1,4%
COc1ccc(C(=O)Nc2ccc3oc(-c4cccc5c(Br)cccc45)nc3c2)cc1,-6%
Clc1ccc(CN=C(Nc2ccccc2)NC2CCCCC2)cc1,-5%
O=C(NC1CCS(=O)(=O)C1)c1ccc2c(c1)OCO2 (configuration not stated),-2%
CCCS(=O)(=O)N1CC(=O)N(c2ccc(C)c(Cl)c2)C(C)(C(=O)NC2CCCCCC2)C1 (configuration not stated),-16%
Cc1ccc(SCC(=O)OC(C)C(=O)NCc2ccccc2)cc1C (configuration not stated),-6%
CC1CCC(C(O)(C(=O)c2ccccc2)c2ccccc2)C(=O)C1 (configuration not stated),-10%
COc1ccc(-c2nnc(SCC(=O)NC3CCCC3)nc2-c2ccc(OC)c(OC)c2)cc1OC,6%
COCCN(CCOC)Cc1c(O)ccc2c1O/C(=C\c1ccco1)C2=O,-2%
CN(C)S(=O)(=O)N(CC(=O)NCCSc1ccccc1)c1ccccc1,4%
